Source: PubChem BioAssay
FH mod: Identification of activators of human fumarate hydratase by quantitative high-throughput screening; FH coupled MDH/diaphorase resazurin fluorescence, 15 min; AID 1347055, 2019; Potency, µM (series often up to 79.9 µM), inactives show at the top dose activity change, negative = inhibition, usual class: inhibitors; 54,000 tested, 0.22% active; further: potency means the concentration at half of the fitted maximal effect; on the % scale 0 is the no-effect control and ±100 the full control effect; the screen sought activators but most active calls are inhibition curves; nearly all actives have a fitted effect of over 45% in size
GALK inh: qHTS Assay for Inhibitors of Human Galactokinase (GALK): NCGC Sytravon Library Screen; P51570; AID 1347072, 2019; 44,000 tested, under 10 active; Potency, µM (top dose mostly 57.5 µM), inactives show at the highest dose activity, negative = inhibition, actives largely listed as inhibitors; recombinant GALK, Kinase-Glo ATP luminescence, 1 h;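 further: plate controls were full GALK reaction for no effect and reaction lacking GALK for full effect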
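Luminescent ATP-depletion readout (Kinase-Glo Plus, 10 min) after 1 h RT reaction of 5 nM GALK, 35 uM ATP, 100 uM galactose, pH 8.0 HEPES buffer. Decreased kinase activity scored as inhibition.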
TSG101-PTAP inh: qHTS Validation Assay for Inhibitors of HIV-1 Budding by Blocking the Interaction of PTAP/TSG101: Sytravon Library Screen; Tumor susceptibility gene 101 protein (Homo sapiens), Q99816; Fluorescence polarization, FITC-PTAP peptide/Tsg101, 20 min; Potency, µM (highest dose often 115 µM), without a hit: at the highest dose activity change, negative = inhibition, usual class: inhibitors; 44,000 tested, under 10 active; AID 1347069, 2019; further: potency means the concentration at half of the fitted maximal effect; 0% is about no effect
Target sequence (Q99816 whole entry, looked up): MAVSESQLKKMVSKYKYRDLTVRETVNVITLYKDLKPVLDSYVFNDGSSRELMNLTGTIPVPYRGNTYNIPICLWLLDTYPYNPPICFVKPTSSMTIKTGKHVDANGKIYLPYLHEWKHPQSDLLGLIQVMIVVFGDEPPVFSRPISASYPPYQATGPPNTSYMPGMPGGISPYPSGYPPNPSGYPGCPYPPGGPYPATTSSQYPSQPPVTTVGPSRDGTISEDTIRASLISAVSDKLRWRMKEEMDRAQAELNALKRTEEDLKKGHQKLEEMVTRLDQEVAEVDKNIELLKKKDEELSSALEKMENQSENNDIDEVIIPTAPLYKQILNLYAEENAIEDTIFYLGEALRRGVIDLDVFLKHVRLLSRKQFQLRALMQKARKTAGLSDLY
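qHTS FP binding, 20 min r.t.: 10 uM Tsg101 domain + 50 nM FITC-PTAP peptide, pH 7.5 HEPES buffer with TCEP and EDTA.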
B2AR arrestin ag: qHTS assay of beta-arrestin-biased ligands of beta2-adrenergic receptor: NCGC Sytravon Library Screen. Beta-2 adrenergic receptor (Homo sapiens), P07550. HTLA Tango cells, beta-arrestin recruitment, luciferase luminescence, 18 h. Potency, µM (doses to about 46.1 µM), for inactives: at the top dose activation, usual class: activators. 44,000 tested, under 10 active. AID 1347077, 2019;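 further: potency means the concentration at half of the fitted maximal effect; 0% = DMSO and full agonism = EC100 isoproterenol or metaproterenol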
Target sequence (P07550 whole entry, looked up): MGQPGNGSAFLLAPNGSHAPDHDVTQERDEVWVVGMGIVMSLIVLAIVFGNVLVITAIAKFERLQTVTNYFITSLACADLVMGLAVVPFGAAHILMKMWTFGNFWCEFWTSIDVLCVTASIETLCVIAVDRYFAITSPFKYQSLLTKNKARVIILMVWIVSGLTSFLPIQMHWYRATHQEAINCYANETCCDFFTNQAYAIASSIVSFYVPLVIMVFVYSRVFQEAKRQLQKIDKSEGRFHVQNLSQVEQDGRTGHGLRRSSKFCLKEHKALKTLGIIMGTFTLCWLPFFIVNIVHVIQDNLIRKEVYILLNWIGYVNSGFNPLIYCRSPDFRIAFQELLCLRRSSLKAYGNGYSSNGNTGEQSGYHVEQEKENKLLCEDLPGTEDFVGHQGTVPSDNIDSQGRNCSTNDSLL
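Luminescence read-out: arrestin recruitment to recombinant beta2-AR releases tTA, inducing luciferase. Cells exposed 18 hr at 37 degrees C to up to 46 microM compound; %Activity from corrected signal, concentration-response curves classified by r2, magnitude and efficacy.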
NTMT1 inh: Primary qHTS for Inhibitors of N-terminal methyltransferase 1 (NTMT1): MTaseGlo Assay; N-terminal Xaa-Pro-Lys N-methyltransferase 1 (Homo sapiens), Q9BV86; NTMT1 MTase-Glo SAH luminescence, purified enzyme; Potency, µM (top dose mostly 114 µM), for the others: at the highest dose activity change, negative = inhibition, actives largely listed as inhibitors; 59,000 tested, 2.5% active; AID 1645870, 2021;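 further: potency means the concentration at half of the fitted maximal effect; plate controls were DMSO vehicle for no effect and no enzyme for full effect; nearly all actives have a fitted effect of over 65% in size; many of its hits are not listed in these tables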
Target sequence (Q9BV86 whole entry, looked up): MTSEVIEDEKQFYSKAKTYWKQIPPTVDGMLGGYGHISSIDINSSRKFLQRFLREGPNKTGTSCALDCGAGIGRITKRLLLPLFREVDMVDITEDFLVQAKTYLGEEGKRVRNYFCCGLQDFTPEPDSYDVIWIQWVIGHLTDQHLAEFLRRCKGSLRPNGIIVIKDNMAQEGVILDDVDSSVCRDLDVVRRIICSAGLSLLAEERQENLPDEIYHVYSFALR
p53null 39C kill: qHTS Screen for Compounds that Selectively Target Cancer Cells with p53 Mutations: Cytotoxicity of p53 Null Cells at the Nonpermissive Temperature | H1299 p53-null (neo) cells, 39C, ATPlite viability, 24 h | Potency, µM (doses to about 46.1 µM), for inactives: at the highest dose activity, negative = cell killing, hits mostly cytotoxic | 55,000 tested, 0.97% active | AID 904, 2007;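 further: potency means the concentration at half of the fitted maximal effect; 0% = DMSO only and -100% = full killing by 100 µM tamoxifen; nearly all actives have a fitted effect of over 50% in size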
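Following overnight plating at 37C (600 cells/well), H1299-neo or H1299-p53A138V cells are dosed up to 46 uM. Incubation lasts 24 hr at 39C before ATP detection.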
p53null 32C tox: qHTS Screen for Compounds that Selectively Target Cancer Cells with p53 Mutations: Cytotoxicity of p53 Null Cells at the Permissive Temperature. H1299-neo p53 null cells, ATP luminescence, 24 h, 32C. Potency, µM (highest dose often 46.1 µM), without a hit: at the top dose activity change, negative = cytotoxicity, most hits filed as cytotoxic. 55,000 tested, 0.62% active. AID 903, 2007;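 further: potency means the concentration at half of the fitted maximal effect; 0% = DMSO only and -100% = full killing by 100 µM tamoxifen; nearly all actives have a fitted effect of over 55% in size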
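Overnight 37C seeding (600 cells/well) of H1299-neo preceded a 24 hr, 32C exposure to compounds up to 46 uM. ATP levels, read by luminescence after 20 min at RT, indicated surviving cells.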
The depositor's hits bear a star; ? = inconclusive; . = no result given; [ ] = another dose, or the depositor's remark. The call rests on the fitted dose curve; in most records, active means well fitted curve in the direction sought with a large enough effect; inconclusive means small, poorly fitted or top-dose-only effect, or another doubt; inactive means no such curve, though single readings can be large; an effect the other way counts as inactive or inconclusive. This is a subset, so the mix of outcomes need not match the whole.

SMILES	FH mod	GALK inh	TSG101-PTAP inh	B2AR arrestin ag	NTMT1 inh	p53null 39C kill	p53null 32C tox
Cn1cnc(S(=O)(=O)N2CCC(C(=O)N3CCN(c4cccc(C(F)(F)F)c4)CC3)CC2)c1	-21%	3%	1%	1%	-5%	14%	0%
CCc1ccc(N2C(=O)N(CC(=O)C(C)(C)C)c3ccccc3S2(=O)=O)cc1	-8%	2%	-2%	-3%	-25%	7%	-10%
O=C(/C=C/c1ccccc1)Nc1nc(-c2cccs2)ns1	-1%	2%	-2%	-4%	16%	-13%	-9%
COc1ccc(C2=CC(c3cccc(C)c3)n3nnnc3N2)cc1 (configuration not stated)	-21%	1%	-1%	7%	3%	15%	-7%
CN(C)c1ccc(CNC(=O)C2CCN(S(=O)(=O)c3cn(C)cn3)CC2)cc1	1%	-2%	-3%	-1%	-13%	3%	2%
CCC(=O)N1CCCc2cc(S(=O)(=O)N3CCC(C(=O)Nc4ccc(C#N)cc4)CC3)ccc21	-16%	-1%	3%	0%	16%	-4%	-3%
COc1ccc(NC(=O)CC2C(=O)N(c3ccc(C)cc3)C(=O)N2Cc2cccnc2)cc1 (configuration not stated)	.	-1%	2%	0%	.	3%	4%
Cc1cccc(-c2nnn3c2nc(NCc2ccccc2)c2ccccc23)c1	-2%	8%	2%	0%	0%	1%	-6%
COc1cccc(N2CC(NC(=O)C(c3ccccc3)c3ccccc3)CC2=O)c1 (configuration not stated)	-3%	-3%	0%	-2%	3%	0%	-9%
CCCCC(CC)CNC(=O)CCCc1nnc2n(CCC)c(=O)c3sccc3n12 (configuration not stated)	-10%	1%	0%	1%	9%	0%	10%
Cc1ccc2c(CNCc3cccs3)c(C(=O)O)n(Cc3ccc(F)cc3)c2c1	?	-2%	-7%	0%	18%	-9%	-3%
Cc1ccc(-n2ccn(CC(=O)c3ccc(F)cc3)c(=O)c2=O)cc1C	4%	0%	-9%	-1%	-1%	-11%	10%
Nc1nonc1-c1nc2ccccc2n1Cc1ccc(Br)cc1	-9%	-3%	-1%	0%	10%	-29%	-8%
COCCNC(=O)c1cnc2sc(N3CCCCC3)nn2c1=O	.	-2%	1%	-1%	.	-11%	6%
CCOC(=O)c1c(NC(=O)COc2ccc(C(C)(C)C)cc2)sc2c1CCCC2	-4%	1%	-4%	0%	1%	-9%	-6%
COc1ccc2oc(=O)c(C(=O)N3CCN(c4cc(Cl)ccc4Cl)CC3)cc2c1	-17%	2%	0%	0%	0%	-3%	13%
CCCCN(CC)C(=O)c1cc2c(=O)n3cccc(C)c3nc2s1	?	0%	-5%	-2%	-19%	-10%	0%
COc1ccc(-n2ccn(Cc3ccccc3Cl)c(=O)c2=O)cc1OC	-1%	-12%	0%	-1%	-6%	-8%	8%
COc1cccc(CN2C(=O)CN(C3CCCCC3)C(=O)C2c2ccc(OC)c(OC)c2)c1 (configuration not stated)	-1%	1%	-7%	0%	10%	12%	1%
COc1ccc(NC(=O)c2oc3ccccc3c2NC(=O)c2cc(OC)c(OC)c(OC)c2)cc1	-15%	-15%	2%	1%	20%	-6%	1%
CCOc1ccc(OCC)c(NC(=O)c2cc(S(=O)(=O)N3CCCC3)cn2C)c1	4%	-3%	-3%	1%	-19%	-17%	4%
Cc1cc(C)n(-c2nc3ccccc3nc2N2CCN(c3cccc(C)c3C)CC2)n1	-2%	3%	1%	1%	24%	-15%	8%
COc1cccc(CNC(=O)CN(C)S(=O)(=O)c2ccc3c(c2)c(=O)n(C)c(=O)n3C)c1	6%	9%	-2%	1%	14%	2%	-5%
CCc1ccc(CNC(=O)c2ccc(-c3nc(CS(=O)(=O)c4ccccc4)c(C)o3)cc2)cc1	.	-3%	0%	1%	.	10%	1%
COc1ccc(CCC(=O)NCc2ccc3c(c2)CCN3C(=O)c2ccc(C)cc2)cc1	-20%	-2%	4%	1%	9%	5%	-16%
COc1ccc(NC(=O)c2ccc3c(=O)n4nc(Nc5ccccc5C)sc4nc3c2)cc1Cl	1%	1%	1%	1%	4%	?	-12%
COc1ccccc1NC(=O)N(Cc1nnc2n1CCCCC2)c1ccc(F)cc1	9%	-4%	-3%	1%	?	18%	2%
CCc1ccc(CNC(=O)Cn2ccc3cc(S(=O)(=O)N4CCCCCC4)ccc32)cc1	-18%	-3%	-4%	0%	6%	12%	-5%
Cc1cccc(N2CCN(c3ccc(NC(=O)c4ccccc4)cc3C(=O)O)CC2C)c1 (configuration not stated)	-4%	1%	5%	-2%	-5%	-3%	0%
Cc1ccc(Sc2c(C)nn(C(C)(C)C)c2OC(=O)C(C)(C)C)cc1	-12%	-5%	0%	0%	-6%	23%	13%
O=C(Cn1c(=O)c2cccn2c2cccnc21)NCc1cccc(F)c1	8%	4%	3%	0%	-2%	-25%	-8%
COc1ccccc1Nc1sc(C(=O)c2ccc(F)cc2)c(N)c1S(=O)(=O)c1ccc(C)cc1	-4%	4%	8%	2%	?	17%	22%
CCc1ccc(S(=O)(=O)c2cn(CC(=O)Nc3ccc(F)c(Cl)c3)c3ccccc3c2=O)cc1	-17%	8%	7%	0%	7%	12%	14%
COc1ccccc1CNc1cc(-c2ccccc2)nc2nncn12	-16%	0%	1%	-2%	?	-12%	2%
COc1ccc(OC(=O)c2cn(-c3cccc(OC)c3)c(=O)c3ccccc23)cc1	-22%	-7%	-2%	0%	?	-16%	3%
CCOC(=O)c1c(NC(=O)c2ccc(S(=O)(=O)N3CCC(C)CC3)cc2)sc2c1CCN(CC)C2	-16%	2%	29%	3%	3%	-8%	-18%
Cc1noc(-c2ccc(-c3noc(-c4ccc(Cl)cc4)n3)cc2)n1	-1%	0%	0%	7%	2%	8%	-1%
CCc1ccc(N(CC)C(=O)Cn2nc(Cc3cccnc3)c3ccccc3c2=O)cc1	-6%	0%	2%	1%	-4%	8%	?
O=C(NCc1ccc(F)cc1)c1ccc(Cn2c(SCc3ccc(F)cc3)nc3cccnc32)cc1	-13%	-3%	1%	0%	-10%	?	-23%
CC(=O)c1ccc(NC(=O)CSc2nccn2C2CCCC2)cc1	-4%	0%	-5%	-2%	10%	-9%	-1%

Three entries from above, as labelled records:
> Cc1cc(C)n(-c2nc3ccccc3nc2N2CCN(c3cccc(C)c3C)CC2)n1
  FH mod: -2%
  GALK inh: 3%
  TSG101-PTAP inh: 1%
  B2AR arrestin ag: 1%
  NTMT1 inh: 24%
  p53null 39C kill: -15%
  p53null 32C tox: 8%

> Cc1cccc(-c2nnn3c2nc(NCc2ccccc2)c2ccccc23)c1
  FH mod: -2%
  GALK inh: 8%
  TSG101-PTAP inh: 2%
  B2AR arrestin ag: 0%
  NTMT1 inh: 0%
  p53null 39C kill: 1%
  p53null 32C tox: -6%

> COc1ccc(NC(=O)CC2C(=O)N(c3ccc(C)cc3)C(=O)N2Cc2cccnc2)cc1 (configuration not stated)
  FH mod: .
  GALK inh: -1%
  TSG101-PTAP inh: 2%
  B2AR arrestin ag: 0%
  NTMT1 inh: .
  p53null 39C kill: 3%
  p53null 32C tox: 4%

(more compounds)
SMILES	FH mod	GALK inh	TSG101-PTAP inh	B2AR arrestin ag	NTMT1 inh	p53null 39C kill	p53null 32C tox
COc1cccc(NC(=O)c2sc3nc(C)c(C(=O)Nc4ccc(C)cc4C)c(-c4sccc4C)c3c2N)c1	?	1%	6%	-2%	-10%	-20%	7%
CC(=O)Nc1ccc(NS(=O)(=O)c2cc(Br)cc3c2N(C(=O)C2CC2)CC3)cc1	?	7%	-3%	0%	2%	0%	22%
C[C@H](NC(=O)OC(C)(C)C)c1nnc(SCc2ccc(Cl)cc2Cl)o1	-19%	8%	-5%	0%	4%	?	4%[9.22 µM]
CCc1c(C)sc2c1CCN(C(=O)Nc1ccccc1C(=O)OC)C2c1ccc(F)cc1 (configuration not stated)	-16%	-5%	-2%	0%	0%	6%	8%
Cc1ccc(Cn2nnc3c(=O)[nH]c(C4CCN(C(=O)Cc5ccccc5F)CC4)nc32)cc1	-12%	1%	-3%	-1%	-11%	-4%	11%
Cc1ccc(-n2ncc3c(Nc4ccc(Oc5ccccc5)cc4)ncnc32)c(C)c1	-21%	0%	-10%	-4%	13%	74%[activator]	25%
CCOc1cc2sc(N3CCC(C(=O)Nc4ccc(C)cc4)CC3)nc2cc1Br	-1%	-4%	-5%	-1%	5%	3%	-8%
Cc1ccc(Oc2c(C(F)(F)F)oc3cc(OCC(=O)NC4CCCCC4)ccc3c2=O)cc1	10%	0%	-4%	1%	0%	2%	0%
Cc1nc2ccc(S(=O)(=O)NC(CC(C)C)C(=O)NCc3ccc(Cl)cc3)cc2s1 (configuration not stated)	-4%	0%	4%	1%	-1%	-18%	-3%
O=C(Nc1cccc(Cl)c1)c1ccc2nc(CCc3ccccc3)oc2c1	-19%	0%	7%	-1%	11%	?	-7%
COc1ccc(S(=O)(=O)c2c(Nc3ccc(F)cc3)sc(C(=O)c3ccc4c(c3)OCO4)c2N)cc1	-15%	0%	2%	2%	4%	21%	10%
CC(NC(=O)CSc1nc(-c2ccccc2F)nc2cc(=O)[nH]n12)c1nc2ccccc2n1C (configuration not stated)	.	1%	-1%	0%	.	-11%	-6%
COc1ccc(C(=O)Nc2cccc(-c3cn4ccsc4n3)c2)c(OC)c1	-16%	-1%	-3%	0%	-2%	-27%	?
CCOC(=O)c1ccc(OCC2c3cc(OC)c(OC)cc3CCN2C(=O)c2ccc(S(=O)(=O)N3CCCC3)cc2)cc1 (configuration not stated)	-16%	-1%	-6%	0%	14%	-1%	4%
COc1ccc(-n2nc(C(=O)Nc3ccc(C)cn3)c3c4ccccc4n(C)c3c2=O)cc1	7%	4%	-6%	0%	9%	18%	-2%
Cc1c(CNC(C)c2ccccc2)c(C(=O)O)c(C)n1Cc1c(F)cccc1Cl (configuration not stated)	-2%	-2%	0%	-2%	-14%	-23%	-1%
CCOc1ccc(NC(=O)c2cnc3ccccn3c2=O)cc1	2%	0%	-1%	0%	6%	-13%	-11%
Cc1ccc(C(=O)NCCc2ccc(S(N)(=O)=O)cc2)cc1-n1cnc2cccnc21	3%	3%	-1%	0%	-6%	-1%	2%
CC1CCCN(Cc2nc3c(c(=O)n(C)c(=O)n3C)n2Cc2ccc(Cl)cc2)C1 (configuration not stated)	-8%	0%	0%	-2%	6%	-4%	-4%
O=C(CN1CCN(c2ccc(Cl)cc2)CC1)Nc1ccc(Cl)c(C(F)(F)F)c1	?	0%	1%	0%	18%	12%	36%[activator]
